Screening data deposited in PubChem BioAssay by several laboratories.
CF NFkB inh = inhibitors of cystic fibrosis induced NF-kB; hit rate 0.86% among 360,000; inhibition, % at 5 µM; KKLEB NF-kB-GFP reporter, PAF-induced, GFP fluorescence overnight;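 active = at least 50% inhibition at 5 µM, scaled per plate between neutral and stimulator controls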;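 also: PAF is a Pseudomonas aeruginosa culture filtrate used as stimulus; plate controls were PAF-stimulated DMSO wells for no effect and unstimulated DMSO wells for full effect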
KKLEB cytotox = CF airway cell cytotoxicity counter-screen; KKLEB CF airway cells viability, ATPlite luminescence, overnight; hits give low values; cells stimulated with P. aeruginosa culture filtrate; activity change (cytotoxicity), % at 5 µM; hit rate 0.36% among 360,000; AID 602141;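 active = corrected activity change at or below -50% at 5 µM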
TWEAK Fn14 block = blocks TWEAK-Fn14 interaction in a reporter cell assay; TWEAK-stimulated Fn14 reporter cells, luciferase luminescence, 8 h; inhibition, % at 10 µM; hit rate 2% among 360,000; in the data active = inhibition above about 50%
TROY signal inh = inhibitors of TROY-dependent NF-kB signaling; Q293 LMP1-TROYcd NF-kB luciferase reporter, 4 h; inhibition, % at 10 µM; hit rate 0.98% among 360,000; AID 1347056;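 active = compounds whose plate-normalised and pattern-corrected inhibition of the luciferase reporter signal at the single screening dose is 50% or more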
LRH-1 inv ag = NR5A2 inverse agonism in reporter assay; inhibition, % at 3.6 µM; O00482; HEK293T StAR-luciferase reporter, LRH-1 transfected, 24 h; hit rate 0.13% among 360,000;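 active = inhibition above the mean inhibition of all tested compounds plus 3 SD, cut at about 73% in these data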;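 also: 0% = DMSO wells and 100% = reporter-only cells lacking LRH-1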
SRC3 inh = inhibitors of human steroid receptor coactivator 3 (SRC3); HEK293 GAL4-SRC3 luciferase reporter, luminescence; Q9Y6Q9; inhibition, % at 3.6 µM; hit rate 0.17% among 360,000;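 active = inhibition above a per-campaign cutoff, the mean of all compounds plus 3 SD, cut at about 60% in these data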;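 also: 0% = DMSO-treated cells and 100% = gossypol-treated cells at 36 µM; higher means less SRC3-driven luciferase light from the GAL4 reporter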
Target sequence (Q9Y6Q9 whole entry, looked up, the tested form may be a part): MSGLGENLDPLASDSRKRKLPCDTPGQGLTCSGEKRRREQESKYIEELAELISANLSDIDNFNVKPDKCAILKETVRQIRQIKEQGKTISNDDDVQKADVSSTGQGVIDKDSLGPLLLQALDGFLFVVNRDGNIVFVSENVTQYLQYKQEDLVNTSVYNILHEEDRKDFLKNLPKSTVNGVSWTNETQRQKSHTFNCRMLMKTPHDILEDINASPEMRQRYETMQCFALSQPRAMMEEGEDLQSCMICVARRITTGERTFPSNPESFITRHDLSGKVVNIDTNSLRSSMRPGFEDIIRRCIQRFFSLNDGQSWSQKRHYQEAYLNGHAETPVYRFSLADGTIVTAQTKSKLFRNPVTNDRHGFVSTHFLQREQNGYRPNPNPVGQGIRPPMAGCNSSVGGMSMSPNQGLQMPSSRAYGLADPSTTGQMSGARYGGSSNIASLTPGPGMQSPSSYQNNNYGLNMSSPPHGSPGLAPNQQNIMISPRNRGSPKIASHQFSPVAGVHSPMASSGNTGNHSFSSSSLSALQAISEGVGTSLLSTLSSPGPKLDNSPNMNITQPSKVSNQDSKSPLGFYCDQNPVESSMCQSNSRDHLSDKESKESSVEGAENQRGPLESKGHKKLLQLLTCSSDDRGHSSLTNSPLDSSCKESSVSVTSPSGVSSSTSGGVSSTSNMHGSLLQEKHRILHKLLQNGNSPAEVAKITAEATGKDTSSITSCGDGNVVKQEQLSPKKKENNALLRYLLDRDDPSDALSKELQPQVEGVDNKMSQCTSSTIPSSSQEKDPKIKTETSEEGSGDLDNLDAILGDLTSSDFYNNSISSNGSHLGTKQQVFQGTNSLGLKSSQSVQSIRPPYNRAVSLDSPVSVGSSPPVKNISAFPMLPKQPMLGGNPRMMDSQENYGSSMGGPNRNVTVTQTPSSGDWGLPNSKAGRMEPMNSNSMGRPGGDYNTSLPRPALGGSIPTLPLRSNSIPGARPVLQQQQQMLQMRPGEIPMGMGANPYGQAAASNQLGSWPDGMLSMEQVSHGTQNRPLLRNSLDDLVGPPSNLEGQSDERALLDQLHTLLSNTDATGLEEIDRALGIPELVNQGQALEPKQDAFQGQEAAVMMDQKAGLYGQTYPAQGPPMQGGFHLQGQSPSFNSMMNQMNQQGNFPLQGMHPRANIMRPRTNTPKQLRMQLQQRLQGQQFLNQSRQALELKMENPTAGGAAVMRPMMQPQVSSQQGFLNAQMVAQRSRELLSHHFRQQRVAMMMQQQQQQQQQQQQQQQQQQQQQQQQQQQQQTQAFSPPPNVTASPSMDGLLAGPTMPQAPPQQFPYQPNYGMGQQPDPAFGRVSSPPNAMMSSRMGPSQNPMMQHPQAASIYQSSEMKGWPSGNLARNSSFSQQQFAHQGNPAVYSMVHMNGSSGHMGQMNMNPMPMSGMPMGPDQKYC
NCOA2 inhibitor = human SRC2 (NCOA2) inhibition; Q15596; hit rate 0.17% among 370,000; HEK293 GAL4-SRC2 luciferase reporter, luminescence; inhibition, % at 9 µM;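 active = inhibition above the mean inhibition of all tested compounds plus 3 SD, set per campaign, cut at about 52% in these data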;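 also: 0% = DMSO treated cells and 100% = cells given Gossypol at 36 µM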
TRAIL sens C8 = sensitizes caspase-8 expressing cells to TRAIL; NB7+C8 cells + TRAIL, ATPlite viability luminescence; inhibition (viability loss, TRAIL sensitization), % at 10 µM; hit rate 1% among 360,000; AID 624354;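 active = compounds causing at least 50% loss of cell viability in the single-dose screen, relative to plate controls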
COUP-TFII inh = blocks human COUP-TFII nuclear receptor; P24468; HEK293T NGFI-A luciferase reporter, luminescence; inhibition, % at 8.6 µM; hit rate 0.7% among 370,000; AID 686940;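 active = inhibition above a per-plate cutoff, mean inhibition of test wells between control levels plus 3 SD, cut at about 38% in these data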;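 also: cells cotransfected with COUP-TFII expression vector driving the NGFI-A reporter; 0% = median of COUP-TF2 test wells and 100% = reporter-only cells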
NCOA1 inh = human NCOA1 inhibition; Q15788; HEK293 GAL4-SRC1 luciferase reporter, luminescence; inhibition, % at 3.6 µM; hit rate 0.12% among 360,000;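 active = inhibition above the campaign mean plus 3 SD, with each screening campaign given its own cutoff, cut at about 60% in these data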;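 also: 0% = DMSO treated cells and 100% = gossypol at 36 µM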
EBV LMP1 NFkB = inhibitors of Epstein-Barr LMP1-induced NF-kappaB reporter; LMP1-induced NF-kappaB luciferase reporter cells, luminescence; AID 504558; hit rate 0.69% among 350,000; inhibition, % at 12.5 µM; in the data active = inhibition above about 41%;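 also: 0% = neutral control wells and 100% = reference inhibitor control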
* = called active by the depositor; nt = not tested or not shown. Random draw from the library; 4.2% or so of the library scored in one or more.

#1 O=Cc1cn(CC(=O)N2CCc3ccccc32)c2ccccc12
#2 CCC/C=C/c1ccc(CN2C(CC(C)C)C(=O)N(Cc3cn(CCC4OCCCO4)nn3)CCS2(=O)=O)cc1 (configuration not stated)
#3 O=C1C=CC(=NN=C(c2ccccc2)c2ccccc2)C=C1
#4 CCCCSc1nnc(-c2ccccc2N)c(=O)[nH]1
#5 O=C(N[C@@H](Cc1ccc(O)cc1)C(=O)O)c1ccc(C(F)(F)F)cc1
#6 O=C(CN1c2cccc3cccc(c23)S1(=O)=O)Nc1c(F)c(F)c(F)c(F)c1F
#7 O=C(NNC(=O)C1CC1)c1cc(Cl)nc2ccccc12
#8 COC(=O)CCC(=O)N1CCCC(CNS(=O)(=O)c2ccc(OC)cc2)C1 (configuration not stated)
assay / compound,1,2,3,4,5,6,7,8
KKLEB cytotox,6,-11,-20,12,-12,0,-5,-30
TWEAK Fn14 block,7,24,21,28,-12,-12,7,-4
TRAIL sens C8,5,23,-2,26,4,6,18,-4
TROY signal inh,16,16,31,-21,-22,-2,9,-4
COUP-TFII inh,-4,13,15,-30,8,-5,-3,11
CF NFkB inh,2,17,-18,0,5,11,4,18
EBV LMP1 NFkB,-10,6,nt,-23,0,6,-3,1
LRH-1 inv ag,-6,-21,-3,-66,7,22,-12,14
NCOA2 inhibitor,21,-18,-28,-33,-16,20,-44,-33
SRC3 inh,18,-4,3,-40,9,18,-9,13
NCOA1 inh,7,-5,-8,-62,-16,-5,-1,-47

#9 CCOC(=O)c1cc(CC)sc1NC(=O)CC1SC(N)=NC1=O (configuration not stated)
#10 CCN(CC)CC(O)Cn1c(C)c(-c2ccccc2)c2cc([N+](=O)[O-])ccc21 (configuration not stated)
#11 O=C(COc1ncnc2ccccc12)Nc1cccc(S(=O)(=O)N2CCOCC2)c1
#12 O=C(CC1C(=O)NCCN1C(=O)c1ccc([N+](=O)[O-])cc1)Nc1cccc(Cl)c1 (configuration not stated)
#13 COc1ccc(C(CNC(=O)COc2ccc(Br)cc2F)N2CCCC2)cc1 (configuration not stated)
#14 COc1cccc(NS(=O)(=O)c2ccc3c(c2)NC(=O)C(C)C(=O)N3)c1 (configuration not stated)
#15 Cc1ccc(NC(=O)C(C)OC(=O)CCC2CCCCC2)cc1 (configuration not stated)
#16 Nc1ccccc1SCC(=O)Nc1ccc2c(c1)OCO2
assay / compound,9,10,11,12,13,14,15,16
KKLEB cytotox,1,-14,-17,-3,-8,5,11,-4
TWEAK Fn14 block,10,-12,-37,2,3,1,-12,-36
TRAIL sens C8,-2,13,-11,-2,-5,4,-9,3
TROY signal inh,-2,-38,-14,9,6,-3,-8,4
COUP-TFII inh,8,-2,-4,-3,-5,15,10,-44
CF NFkB inh,-8,-2,-6,-17,-30,-2,-52,-24
EBV LMP1 NFkB,4,2,0,2,-1,6,-3,-29
LRH-1 inv ag,-17,-1,14,8,8,-7,-4,16
NCOA2 inhibitor,2,18,-9,-23,-10,-20,-13,-31
SRC3 inh,-10,5,-3,10,11,5,0,-13
NCOA1 inh,11,-5,7,-19,-17,13,-4,-28

#17 O=C(NC1CCCN(CCc2ccccc2)C1)c1c(F)cccc1F (configuration not stated)
#18 CCC(=O)c1ccc(SC(=O)N(C)C)cc1O
#19 CCOC(=O)c1c(C)nsc1NCc1ccccc1
#20 Clc1ccccc1Cn1nnc2c(NCC3CC3)ncnc21
#21 CC1CN(Cc2c(O)ccc3c2oc(=O)c2ccccc23)CC(C)O1 (configuration not stated)
#22 CC(C)(C)Oc1ncc(Br)c(OC(C)(C)C)n1
#23 C/C(=N\NC(=O)CSc1nnc(C)s1)c1ccc(Cl)cc1
#24 O=C1C=C(Nc2ccc(Cl)cc2)CC(c2ccc(Cl)cc2)C1 (configuration not stated)
assay / compound,17,18,19,20,21,22,23,24
KKLEB cytotox,-14,8,-10,-6,-2,9,0,2
TWEAK Fn14 block,-3,1,0,-26,-11,0,-7,-2
TRAIL sens C8,-1,3,1,4,8,-1,-5,-6
TROY signal inh,-9,-24,5,-17,6,13,-23,15
COUP-TFII inh,11,0,7,-11,-8,14,2,-6
CF NFkB inh,1,-23,28,8,-7,13,7,10
EBV LMP1 NFkB,-1,-8,1,7,-2,-7,-7,0
LRH-1 inv ag,13,-9,-1,4,1,-3,11,-42
NCOA2 inhibitor,-14,-3,2,-4,10,-4,-2,3
SRC3 inh,10,-11,18,10,10,-1,2,13
NCOA1 inh,0,-23,-11,-28,13,1,-1,9

#25 CC1CCCN(C(=O)c2ccc3c(c2NCCO)C(=O)c2ccccc2C3=O)C1 (configuration not stated)
#26 CCN1C(=O)C(O)(C2COC(C)(C)CC2=O)c2ccccc21 (configuration not stated)
#27 CCCCn1c(N)c(N(CC(C)C)C(=O)CC2OC(=O)c3ccccc32)c(=O)[nH]c1=O (configuration not stated)
#28 Cc1cc(C)nc(CCNC(=O)C2CCC(=O)N(Cc3ccccc3F)C2)n1 (configuration not stated)
#29 COc1ccc(CN2CCNC(=O)C2CC(=O)NCc2cccc(C)n2)c(OC)c1 (configuration not stated)
#30 CCCCn1c(N)c(N(CCOC)C(=O)COc2c(C)cccc2C)c(=O)[nH]c1=O
#31 CC1CCc2sc3c(c2C1)c1ncnn1c(=O)n3CC(=O)c1ccc(Br)cc1 (configuration not stated)
#32 Cc1cccc(Nc2nnc(SCC(=O)Nc3cccnc3Cl)s2)c1
assay / compound,25,26,27,28,29,30,31,32
KKLEB cytotox,4,4,-4,7,4,10,12,11
TWEAK Fn14 block,32,3,-8,-9,-24,3,1,-33
TRAIL sens C8,5,13,-10,4,9,3,15,11
TROY signal inh,35,7,4,4,21,-2,4,-33
COUP-TFII inh,22,-16,-10,-26,-11,-8,5,-1
CF NFkB inh,-11,2,14,10,3,2,-26,4
EBV LMP1 NFkB,-3,2,0,-4,-10,2,15,-2
LRH-1 inv ag,-19,5,14,16,-12,-2,2,-23
NCOA2 inhibitor,-17,6,5,2,-18,-14,14,-9
SRC3 inh,-12,17,15,12,11,-21,4,-16
NCOA1 inh,1,-11,0,-13,2,-20,4,0

#33 COc1cc(N)c(Cl)cc1C(=O)OCC(=O)NC(=O)NCc1ccco1
#34 CN(C)[C@@H](CO)c1nnc([C@H](CCC(=O)O)NC(=O)C2CCNCC2)o1
#35 CCOC(=O)C1CCN(C(=O)CNC(=O)c2nn(-c3ccc(OC)cc3)c(=O)c3ccccc23)CC1
#36 Cc1ccc(NC(=O)CCNS(=O)(=O)c2ccc(OC(F)(F)F)cc2)c(O)c1
#37 CN(c1ccccc1)S(=O)(=O)c1ccc(C(=O)OCC(=O)N2CCOCC2)cc1
#38 COc1ccc(CNC(=O)c2cc(-c3ccco3)on2)cc1
#39 CN(C(=O)CN1CCN(c2cc(-c3cccc4oc5ccccc5c34)ncn2)CC1)c1ccccc1
#40 COc1ccc2c(c1)SCCC2=O
assay / compound,33,34,35,36,37,38,39,40
KKLEB cytotox,12,-5,-2,-13,-7,3,-10,11
TWEAK Fn14 block,1,1,4,7,-3,-12,5,20
TRAIL sens C8,-9,-7,39,7,-6,-16,-17,-2
TROY signal inh,10,-10,-8,-19,11,-21,5,14
COUP-TFII inh,4,-14,-14,12,-18,-15,9,-2
CF NFkB inh,-19,-1,15,-10,13,0,-19,-3
EBV LMP1 NFkB,-3,-8,-14,7,3,7,nt,-27
LRH-1 inv ag,0,0,-14,1,7,-22,-3,-1
NCOA2 inhibitor,-3,-8,-52,10,-2,-24,-5,-23
SRC3 inh,8,6,-62,24,6,0,-7,2
NCOA1 inh,-7,-5,-24,10,-17,5,15,1

#41 Cc1ccc(C(=O)CN2C(=O)NC3(CCCCC3C)C2=O)s1 (configuration not stated)
#42 O=C(OCC(O)C1OC(c2ccccc2)OC(COC(=O)c2ccccc2)C1O)c1ccccc1 (configuration not stated)
#43 Clc1ccc(Cc2nnc(-c3ccccc3Br)o2)cc1
#44 N/C(=N\OC(=O)CCCc1ccccc1)c1ccc(Br)cc1
#45 CN1CCN(c2oc(-c3ccccc3)nc2S(=O)(=O)c2ccc(Br)cc2)CC1
#46 O=C(O)CSc1nc2ccccc2n1Cc1ccccc1
#47 O=C(COc1ccc(Br)cc1)OCCN1CCCCC1
#48 O=C(Nc1nnc(C2=COCCO2)o1)c1ccc(S(=O)(=O)N2CCOCC2)cc1
assay / compound,41,42,43,44,45,46,47,48
KKLEB cytotox,14,5,-2,-14,-14,1,13,-6
TWEAK Fn14 block,-2,30,-32,-7,-4,19,10,-9
TRAIL sens C8,-10,8,-4,-14,20,0,-11,-6
TROY signal inh,-12,4,-67,-39,1,-2,17,-15
COUP-TFII inh,-16,3,-30,-4,nt,1,3,15
CF NFkB inh,0,-48,7,5,13,-13,-13,-8
EBV LMP1 NFkB,2,nt,-26,-2,-5,2,6,8
LRH-1 inv ag,3,-19,-8,-3,5,8,16,17
NCOA2 inhibitor,6,-5,-44,-7,nt,-7,-11,-2
SRC3 inh,5,3,-14,2,4,2,-16,6
NCOA1 inh,-19,8,-24,6,1,15,-10,10

#49 O=C(/C=C/c1c(F)cccc1Cl)Nc1nn[nH]n1
#50 CCCc1nc2ccc(Br)cn2c1Cc1ccccc1
#51 Cc1ccc(-n2c(COc3cccc(C)c3)n[nH]c2=S)cc1
#52 CCC1(c2ccccc2)NC(=O)N(CC(=O)Nc2ccccc2N2CCCC2)C1=O (configuration not stated)
assay / compound,49,50,51,52
KKLEB cytotox,-18,3,-8,19
TWEAK Fn14 block,-4,-6,10,0
TRAIL sens C8,11,3,-6,1
TROY signal inh,9,0,-5,6
COUP-TFII inh,-5,-6,-11,9
CF NFkB inh,-4,-14,-4,-6
EBV LMP1 NFkB,-5,nt,-3,-2
LRH-1 inv ag,16,22,11,15
NCOA2 inhibitor,-30,-29,-21,4
SRC3 inh,9,-2,16,-1
NCOA1 inh,-9,2,1,1

Structural class: the compounds so far containing fluorine (7)
#5 O=C(N[C@@H](Cc1ccc(O)cc1)C(=O)O)c1ccc(C(F)(F)F)cc1
#6 O=C(CN1c2cccc3cccc(c23)S1(=O)=O)Nc1c(F)c(F)c(F)c(F)c1F
#13 COc1ccc(C(CNC(=O)COc2ccc(Br)cc2F)N2CCCC2)cc1 (configuration not stated)
#17 O=C(NC1CCCN(CCc2ccccc2)C1)c1c(F)cccc1F (configuration not stated)
#28 Cc1cc(C)nc(CCNC(=O)C2CCC(=O)N(Cc3ccccc3F)C2)n1 (configuration not stated)
#36 Cc1ccc(NC(=O)CCNS(=O)(=O)c2ccc(OC(F)(F)F)cc2)c(O)c1
#49 O=C(/C=C/c1c(F)cccc1Cl)Nc1nn[nH]n1
assay / compound,5,6,13,17,28,36,49
KKLEB cytotox,-12,0,-8,-14,7,-13,-18
TWEAK Fn14 block,-12,-12,3,-3,-9,7,-4
TRAIL sens C8,4,6,-5,-1,4,7,11
TROY signal inh,-22,-2,6,-9,4,-19,9
COUP-TFII inh,8,-5,-5,11,-26,12,-5
CF NFkB inh,5,11,-30,1,10,-10,-4
EBV LMP1 NFkB,0,6,-1,-1,-4,7,-5
LRH-1 inv ag,7,22,8,13,16,1,16
NCOA2 inhibitor,-16,20,-10,-14,2,10,-30
SRC3 inh,9,18,11,10,12,24,9
NCOA1 inh,-16,-5,-17,0,-13,10,-9
